TSHR antag = Antagonists of the Thyroid Stimulating Hormone Receptor: HTS campaign. TSHR-expressing cells, TSH-stimulated cAMP HTRF, 2 h; hits give low values. activity change, negative = inhibition, % at 11.5 µM. 330,000 compounds, 0.2% hits. AID 504810, 2011;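 active = activity change below a set negative limit, meaning inhibition stronger than a set level, cut at about -70% in these data; inconclusive = activity change between two set negative limits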; note: % is set by controls: 0 for no effect and ±100 for the full control effect
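TSHR-expressing cells were treated with compounds, then stimulated with TSH at EC80 (4nM final) for 2 hours at 37 deg C. Cellular cAMP was measured by HTRF competition between lysate cAMP and cAMP-d2 for a cryptate-labelled anti-cAMP antibody.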
Giardia kill = Small Molecules that selectively kill Giardia lamblia: qHTS | Giardia lamblia trophozoite viability | 340,000 compounds, 0.15% hits | activity change, % at 7.66 µM, hits read low | AID 540267, 2011; in the data active = activity change below about -80%; inconclusive = between about -30% and that limit;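 note: parasites exposed to compound for two days anaerobically before the ATP read; % is set by controls: 0 for no effect and ±100 for the full control effect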
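Killing of trophozoites was scored by loss of ATP luminescence after a 48 hrs anaerobic exposure to compounds at 37 deg C, using 100 cells per well.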
CXXC DNA block = qHTS Fluorescence Polarization Assay for Inhibitors of MLL CXXC domain - DNA interaction; Histone-lysine N-methyltransferase 2A (Homo sapiens), Q03164; MLL-CXXC / FITC-HOXA9 DNA fluorescence polarization; Potency, µM (doses to about 115 µM), without a hit: at the highest dose activity change, negative = inhibition, hits mostly inhibitors; 290,000 compounds, 0.037% hits; active = well fitted inhibition curve with a large enough effect in the polarisation, with a control signal flat, not every such curve was filed as active; inconclusive = small, poorly fitted or top-dose-only effect, or effect the other way, or a change in a side signal; inactive = no such curve, though single readings can be large or run the other way; the % refers to the polarisation; note: potency is the fitted concentration of half-maximal effect
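Fluorescence polarization: 7 uM MLL-CXXC (stock) preincubated 5 min with compounds, then 50 nM fluorescein-HOX-A9 DNA (stock) added; 30 min ambient. Buffer 50 mM Tris-HCl pH 7.5, 50 mM NaCl, 1 mM DTT, 0.05% BSA.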
Coupling enz = qHTS Assay for Inhibitors of Fructose-1,6-bisphosphate Aldolase from Giardia Lamblia: Coupling assay counterscreen. coupling enzyme system counterscreen, AmpLite Red fluorescence. activity change, negative = inhibition, % at 58.2 µM, hits read low. 290,000 compounds, 0.67% hits. AID 2472, 2010; in the data active = activity change below about -30%; note: % is set by controls: 0 for no effect and ±100 for the full control effect
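Activity here indicates interference with the coupling reaction, not aldolase inhibition. Compounds at 57.5 uM final met coupling enzymes for 10 min at RT; substrate and AmpLite Red detection followed, with a 525/598 nm fluorescence read after 20 min.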
Tb PFK inh = qHTS Assay to Find Inhibitors of T. brucei phosphofructokinase; ATP-dependent 6-phosphofructokinase (Trypanosoma brucei brucei), O15648; T. brucei PFK, ADP-Glo luminescence; Potency, µM (titrated, usually from 57.5 µM), for the others: at the top dose activity, negative = inhibition, most hits filed as inhibitors; 330,000 compounds, 0.17% hits;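 note: potency is the fitted concentration of half-maximal effect; 0% = uninhibited 1x PFK enzyme wells and -100% = no-enzyme wells; nearly all actives have a fitted effect of over 60% in size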
Target sequence (O15648 whole entry, looked up): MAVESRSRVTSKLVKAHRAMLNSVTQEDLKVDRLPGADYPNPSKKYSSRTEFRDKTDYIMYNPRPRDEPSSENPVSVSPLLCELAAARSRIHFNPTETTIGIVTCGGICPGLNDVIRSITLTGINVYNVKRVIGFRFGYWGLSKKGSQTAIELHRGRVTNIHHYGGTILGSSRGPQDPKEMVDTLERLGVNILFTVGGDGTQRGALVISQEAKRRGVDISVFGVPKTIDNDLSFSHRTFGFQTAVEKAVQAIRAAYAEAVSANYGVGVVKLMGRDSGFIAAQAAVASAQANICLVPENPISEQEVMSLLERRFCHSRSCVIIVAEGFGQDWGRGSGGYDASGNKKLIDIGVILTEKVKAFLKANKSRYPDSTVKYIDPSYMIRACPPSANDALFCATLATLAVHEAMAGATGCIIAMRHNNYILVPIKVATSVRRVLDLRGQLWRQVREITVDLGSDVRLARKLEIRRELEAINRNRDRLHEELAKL
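PFK 1.25 nM, F6P 0.5 mM, ATP 0.1 mM, 0.1 M TEA pH 8.0, 5 mM MgCl2, 0.01% Tween20, 0.1% BSA; 45 min RT. ADP-Glo readout. qHTS titration up to 57 uM; curves fitted, compounds curve-classed.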
hERG WT inh = qHTS for Inhibitors of KCHN2 3.1: Wildtype qHTS | U2OS, BacMam KCNH2, thallium flux FluxOr; hits give low values | activity change, % at 1.84 µM | 340,000 compounds, 0.37% hits | AID 720551, 2013;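 active = maximum activity change below -70%; inconclusive = maximum activity change between -70% and -50%; inactive = maximum activity change above -50%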; note: % is set by controls: 0 for no effect and ±100 for the full control effect
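U2OS cells were transduced with wild-type KCNH2 virus (2.03 x 10^8 / mL) for 4 h at room temperature, then cultured overnight at 37 C. Thallium flux was read with FluxOr dye. Rate constants were normalized to DMSO controls.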
Chronic BCR inh = qHTS Assay to Find Inhibitors of Chronic Active B-Cell Receptor Signaling | ABC-DLBCL IkBa-CBG/CBR reporter, luminescence ratio, 4 h | 340,000 compounds, 0.05% hits | Potency, µM (titrated, usually from 46.1 µM), for inactives: top-dose ratio change, negative = lower green/red ratio, most hits filed as inhibitors; active = well fitted inhibition curve with a large enough effect in the signal ratio, with a control signal flat, not every such curve was filed as active; inconclusive = small, poorly fitted or top-dose-only effect, or effect the other way, or a change in a side signal; the % refers to the signal ratio;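 note: potency is the fitted concentration of half-maximal effect; plate controls were basal doxycycline-induced cells for no effect and cells given 10 µM MG132 for full effect; MG132 reads +100%, hits lower the ratio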
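TMD8 ABC-DLBCL cells carrying doxycycline-inducible green luciferase fused to IkappaBalpha plus unfused red luciferase were exposed to compounds (up to 46 uM) for 4 hrs at 37C. Activity came from the overlap-corrected green/red luminescence ratio.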
A-T KAP1 phos = qHTS Assay for Identifying a Potential Treatment of Ataxia-Telangiectasia. […] A-T fibroblasts, KAP-1 phosphorylation AlphaLISA; neocarzinostatin DNA damage 30 min before lysis. Potency, µM (highest dose often 57.5 µM), without a hit: top-dose activation, hits mostly activators. 320,000 compounds, 0.19% hits. AID 485349, 2010; note: potency is the fitted concentration of half-maximal effect; % of control where 0% means no effect; nearly all actives have a fitted effect of over 45% in size
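ATM-like activity read as KAP-1 phosphorylation via AlphaLISA donor/acceptor antibody pairs after lysis and 6 hr at 25C. Cells were ATM-null patient fibroblasts ([…], hTERT), dosed 60 min, then exposed to the DSB inducer NCS for 30 min.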
GALK inh = qHTS Assay for Inhibitors of Human Galactokinase (GALK) | Purified GALK, Kinase-Glo residual ATP luminescence | 270,000 compounds, 0.007% hits | AID 1868, 2009 | Potency, µM (titrated, usually from 57.5 µM), inactives show top-dose activity change, negative = inhibition, hits mostly inhibitors; note: potency is the fitted concentration of half-maximal effect; % is set by controls: 0 for no effect and ±100 for the full control effect
Target sequence (P51570 whole entry, looked up): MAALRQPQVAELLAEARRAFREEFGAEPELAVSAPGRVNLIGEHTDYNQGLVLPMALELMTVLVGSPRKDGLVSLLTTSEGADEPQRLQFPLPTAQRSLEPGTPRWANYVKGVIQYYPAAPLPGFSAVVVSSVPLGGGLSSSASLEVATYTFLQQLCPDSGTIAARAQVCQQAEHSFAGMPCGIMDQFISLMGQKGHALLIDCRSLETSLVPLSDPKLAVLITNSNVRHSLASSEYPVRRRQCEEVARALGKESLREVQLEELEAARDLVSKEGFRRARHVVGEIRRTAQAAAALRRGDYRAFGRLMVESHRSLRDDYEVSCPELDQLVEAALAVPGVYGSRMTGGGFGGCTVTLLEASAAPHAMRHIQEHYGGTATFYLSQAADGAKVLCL
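Human GALK (5 nM) with 35 uM ATP and 100 uM galactose in 20 mM HEPES pH 8.0, 5 mM MgCl2, 60 mM NaCl, 1 mM DTT, 0.01% BSA. After 1 h at room temperature, leftover ATP was read by Kinase-Glo Plus luminescence.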
TCR act = Activators of T cell receptors: qHTS campaign | 330,000 tested, under 10 active | AID 504894, 2011 | primary human leukocytes, anti-CD3, IL-2 HTRF, 48 h | Potency, µM (top dose mostly 9.22 µM), inactives show at the highest dose activation of IL-2 secretion, actives largely listed as activators; note: % of control where 0% means no effect
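Compounds are tested in HTS on primary human leukocytes co-incubated with a-CD3 beads for 48 hr. IL-2 output is measured by time-resolved FRET.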
* hit, by the source's call; ? = inconclusive; · = no result given; & = joins results of further samples; [ ] = remark or other dose. Unless noted, calls come from the whole dose curve; as a rule, active = well fitted curve in the direction sought with a large enough effect; inconclusive = small, poorly fitted or top-dose-only effect, or another doubt; inactive = no such curve, though single readings can be large; an effect the other way counts as inactive or inconclusive.

SMILES	TSHR antag	Giardia kill	CXXC DNA block	Coupling enz	Tb PFK inh	hERG WT inh	Chronic BCR inh	A-T KAP1 phos	GALK inh	TCR act
CC(CN1CCCCC1)OC(=O)COc1ccc(Br)cc1 (configuration not stated)	-10	-3	10%	3	11%	3	6%	-1%	-5%	4%
N/C(=N\O)c1ccc(N2CCN(c3ncccc3C(F)(F)F)CC2)nc1	-2	-3	-2%	-1	1%	8	-15%	-7%	1%	3%
FC(F)(F)c1ccccc1NC(=S)N1CCCCCC1	4	-4	-2%	·	-5%	2	-3%	-9%	-1%	-10%
CCn1c(=O)c(-c2cc(=O)[nH][nH]2)c(O)c2ccccc21	23	5	-12%	3	1%	2	2%	3%	0%	-11%
COc1ccc(C(=O)OCCNC(=O)c2c(Cl)nc3ccccn23)cc1	-19	-6	-1%	0	0%	1	?	9%	5%	1%
CCc1ccc(NC(=O)COC(=O)CCCC2=NS(=O)(=O)c3ccccc3N2)cc1	2	-3	7%	3	2%	2	3%&7%	-2%	7%	2%
Cc1ccccc1N/N=C/c1sc(=O)n(Cc2cccc(C(=O)O)c2)c1Cl	-45	-14	-6%	6	-2%	7	?	-1%	2%	-4%
Cc1cccc(C)c1OCCOC(=O)c1n[nH]c2ccccc12	-10	-22	13%	-4	-2%	2	?	5%	-1%	-11%
C=C(c1ccc(O)cc1)c1ccc(O)cc1	18	6	-2%	1	-8%	5	-8%	4%	-2%	-46%
CCOc1cccc(CN2CCC(n3nccc3NC(=O)C3CC3)CC2)c1O	15	6	-4%	·	1%	21	1%	-3%	-9%	-1%
O=C(CN1C(=O)CCSc2ccccc21)NC1CCCCC1	0	-13	-1%	-1	1%	2	1%	2%	-2%	-3%
CCCn1ncc(CN2CCC(n3nccc3NC(=O)c3ccccc3Cl)CC2)c1C	8	0	-4%	·	1%	-88*	-1%	-3%	7%	0%
COc1ccc(OCCOC(=O)CNC(=O)c2cccc(C)c2)cc1	·	18	·	·	-6%	-5	11%	-4%	·	2%
CCS(=O)(=O)n1nc(-c2cccnc2)nc1NCc1ccc(F)cc1	-8	10	3%	4	-8%	3	1%	4%	0%	1%
CC(=O)Nc1ccc(C(=O)COC(=O)Cc2ccsc2)c(F)c1	8	12	·	·	5%	3	6%	11%	·	8%
CCOC(=O)c1ccc(NC(=S)NCCCN2CCOCC2)cc1	1	-4	3%	6	-1%	-20	10%	-7%	5%	3%
O=C(Nc1ccc(SC(F)F)cc1)c1cccc2nc3ccccc3nc12	6	-16	-5%	3	-1%	-1	-3%	1%	3%	6%
CC(=O)c1ccc(NC(=O)c2ccc([N+](=O)[O-])o2)cc1	-10	-101*	12%	-4	0%	-1	?	-1%	0%	·
CCCc1ccc(C2=Nn3c(nnc3C(C)C)SC2)cc1	-13	7	18%	1	-24%	1	-13%	-1%	2%	-4%
O=C1c2cccc3cccc(c23)C(=O)N1Cc1ccccc1	-2	7	-13%	-2	6%	-14	?	-4%	-2%	10%

An excerpt from above in order of the TSHR antag value, falling:
| Molecule | TSHR antag |
| --- | --- |
| CCOC(=O)c1ccc(NC(=S)NCCCN2CCOCC2)cc1 | 1 |
| N/C(=N\O)c1ccc(N2CCN(c3ncccc3C(F)(F)F)CC2)nc1 | -2 |
| Cc1ccccc1N/N=C/c1sc(=O)n(Cc2cccc(C(=O)O)c2)c1Cl | -45 |

The list goes on:
SMILES	TSHR antag	Giardia kill	CXXC DNA block	Coupling enz	Tb PFK inh	hERG WT inh	Chronic BCR inh	A-T KAP1 phos	GALK inh	TCR act
O=C(/C=C\c1ccccc1)Nc1ccc(NC(=O)c2ccco2)cc1	7	-3	4%	-1	1%	11	2%	-11%	3%	13%
CN(CC(=O)NCc1ccccc1Cl)S(=O)(=O)c1cccs1	10	-4	2%	-1	0%	7	4%	5%	0%	-13%
COc1ccc(C(=O)c2c[nH]cc2-c2ccccc2)cc1	-10	-1	-1%	0	-1%	14	?	1%	3%	-2%[46.1 µM]
Cc1ccccc1OCC(=O)NCCN(C)C	-4	21	6%	-1	3%	-17	0%	30%	2%	-5%
CN1CCN(C(=O)c2cc3c(ccc4ccccc43)oc2=O)CC1	1	1	-9%	-3	4%	-1	3%	1%	3%	-10%
Cc1nn(Cc2c(F)c(F)c(F)c(F)c2F)c(C)c1NC(=O)c1ccc(COc2cc(Cl)ccc2Cl)cc1	2	6	-4%	3	5%	-12	?	3%	-1%	-4%
Cc1cc(-n2nc3ccccc3n2)c(O)c([N+](=O)[O-])c1	0	-15	10%	1	3%	6	-1%	-2%	-5%	-7%
O=C(CCSCc1ccc(Cl)cc1)NCCc1ccccc1	-6	-6	2%	1	-3%	-8	4%&3%	2%	0%	2%[46.1 µM]
COc1ccccc1C(=O)NCCC(=O)N1CCN(S(=O)(=O)c2cccc(Cl)c2)CC1	-5	9	·	·	1%	13	0%	5%	·	58%
COc1ccccc1-c1ccc(SCc2ccc(C)cc2)nn1	-14	-3	-10%	0	-6%	0	-15%	7%	2%	·
COc1ccc(S(=O)(=O)Nc2ccc3c(c2)C(=O)N([C@H](C)CO)C[C@@H](C)[C@@H](CN(C)S(=O)(=O)c2ccc(Cl)cc2)O3)cc1	-4	15	·	·	1%	1	0%	-2%	·	-5%
Cn1c(=O)c2cn(-c3cccc4ccccc34)cc2n(C)c1=O	7	-22	0%	-34*	-4%	-3	-13%	1%	-1%	6%
CC1OC(Oc2c(-c3cc(O)c(O)c(O)c3)oc3cc(O)cc(O)c3c2=O)C(O)C(O)C1O (configuration not stated)	-5	6	8%	-47*	-13%	4	?	-4%	-2%	1%
CC(=O)c1ccc(S(=O)(=O)N(C)C(C)CCc2ccco2)cc1 (configuration not stated)	-1	-30	41%	3	-5%	-7	-1%	0%	·	-6%
COc1ccc(N(CC(=O)NCCSC2CCCCC2)S(=O)(=O)c2ccccc2)c(OC)c1	-10	·	6%	·	-1%	·	1%	10%	-5%	·
COc1ccc2c(c1)SCC/C2=C\CN1C(=O)CCC1=O	-9	2	0%	3	7%	12	-7%	1%	1%	0%[46.1 µM]
C/C(=C/CCC(C)C1CCC2(C)C3CCC4C(C)(C)C(=O)CCC4(C)C3=CCC12C)C(=O)O (configuration not stated)	6	·	4%	0	-6%	·	1%	0%	-5%	·
COc1ccc(/C=N\NC(=O)COc2ccc(Cl)cc2Cl)c(C(=O)O)c1OC	-7	0	2%	13	-9%	5	21%	-1%	-2%	1%[46.1 µM]
CCS(=O)(=O)Nc1cccc(C2=NN(S(=O)(=O)c3ccc(C)cc3)C(c3cccs3)C2)c1 (configuration not stated)	13	13	7%	0	2%	-7	6%	-6%	-2%	2%[46.1 µM]
Cc1nn(Cc2ccccc2)c(C)c1NC(=O)c1cc(-c2cccs2)on1	16	10	-3%	-2	-5%	7	-2%	0%	0%	·

3 records picked at random from those above:
SMILES	TSHR antag	Giardia kill	CXXC DNA block	Coupling enz	Tb PFK inh	hERG WT inh	Chronic BCR inh	A-T KAP1 phos	GALK inh	TCR act
COc1ccc(S(=O)(=O)Nc2ccc3c(c2)C(=O)N([C@H](C)CO)C[C@@H](C)[C@@H](CN(C)S(=O)(=O)c2ccc(Cl)cc2)O3)cc1	-4	15	·	·	1%	1	0%	-2%	·	-5%
Cc1cc(-n2nc3ccccc3n2)c(O)c([N+](=O)[O-])c1	0	-15	10%	1	3%	6	-1%	-2%	-5%	-7%
O=C(CCSCc1ccc(Cl)cc1)NCCc1ccccc1	-6	-6	2%	1	-3%	-8	4%&3%	2%	0%	2%[46.1 µM]

Screening data: PubChem, National Center for Advancing Translational Sciences (NCATS)
